# LDHA block = LDHA (human) enzyme inhibition; 480,000 compounds, 0.15% hits; P00338; activity change, % (values are at about 110 or 230 µM); AID 1347041; purified LDHA, NADH/diaphorase-resazurin fluorescence; active compounds read low; in the data active means activity change below about -30%; inconclusive means mostly about -25% to -30%;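 further: plate controls were DMSO wells for no effect and wells without enzyme for full effect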
#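 LDH5 2 nM; NADH 0.06 mM, pyruvate 0.2 mM; 200 mM Tris pH 7.4, EDTA, Tween-20; 5 min RT. Detection: diaphorase 0.133 mg/mL + resazurin 37 µM, fluorescence ex540/em590 at 0 and 20 min; normalized to enzyme-free and DMSO wells.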
# * hit, by the source's call; ? = inconclusive; & = joins results of further samples.
SMILES,LDHA block
O=C(Nc1ccc(Cl)c(C(F)(F)F)c1)c1c(-c2ccccc2)nc2n1CCS2(=O)=O,5.6
CCCCCCNC(=O)c1cc(N)nc(Cl)c1,-0.6
CCCc1nc2nc(C)[nH]n2c(=O)c1NC(=O)Nc1cccc(C(F)(F)F)c1,39.1
Cc1c(-c2ccc(Cl)cc2)c(=O)oc2ccc(OS(=O)(=O)c3ccccc3)cc12,-4.0
O=C(CSc1nnnn1C1CC1)Nc1ccc(N2CCN(Cc3ccccc3)CC2)cc1,5.9
CCOc1ccc(/C=C/C(N)=O)cc1,-3.2
COc1cccc(CN(C)C(=O)CN2CCC(c3nc4ccccc4s3)CC2)c1OC,-2.9
COc1ccc(OCc2nc(C#N)c(N3CCOCC3)o2)cc1,1.1
Cc1ccc(C(C)NC(=O)CCCOc2ccccc2C)o1 (configuration not stated),3.8
COc1ccc(-c2c(NC(=O)C(C)C)oc3c(C)cccc3c2=O)cc1,-4.0
CCC(N)(C(=O)O)c1cccc(Cl)c1 (configuration not stated),-13.9
O=C(OCc1ncc(-c2ccccc2)o1)c1c(F)cccc1Cl,-4.0
Cc1c(Cl)cccc1NC(=O)CN1CCC2(CC1)OCCO2,-6.5
COc1ccc(-c2nn(-c3ccccc3)cc2C2=NN(S(C)(=O)=O)C(c3ccco3)C2)cc1 (configuration not stated),3.7
Cc1c(-c2ccccc2)oc2c(C(=O)N3CCC3)cccc2c1=O,1.4
COc1ccc2cc(C(=O)NCCNC(C)=O)c(C)nc2c1,-12.4
COc1ccc(C2c3c(nc(Cc4ccccc4)[nH]c3=O)Oc3ccc4ccccc4c32)cc1OC (configuration not stated),0.2
CC(C)C(NC(=O)c1ccccc1I)c1ccc(F)cc1 (configuration not stated),9.0
COc1ccc(Br)cc1/C=C(\C#N)c1nc2ccccc2[nH]1,10.9
CCC(=O)Nc1nc2c(C)cc(NS(=O)(=O)c3cccc(Cl)c3C)cc2s1,-16.6
CCN1CCN(CCOc2ccc3cc(-c4ccc(OC)cc4)c(=O)oc3c2)CC1,-0.8
CCOc1ccc(NC(=O)Cn2ncn3nc(-c4cc(C)ccc4C)cc3c2=O)cc1,4.9
CCCNC(=O)c1cn(C)nc1-c1ccc2c(c1)OCCCO2,4.1
NC(=O)c1ccc(NC(=O)C(c2ccccc2)c2ccccc2)cc1,-0.8
Cc1oc(-c2ccc(Cl)cc2)cc1C(=O)Nc1nccs1,2.1
O=C(NC1CCCCNC1=O)c1ccc2c(c1)OCCCO2 (configuration not stated),-3.8
COc1ccc([C@H]2[C@H](c3ccccc3)C(=O)N2Cc2ccccc2)cc1COc1ccc(NC(C)=O)cc1,4.3
O=C(CNC(=O)c1ccc(-c2ccccc2)cc1)OCc1ncc(-c2ccccc2)o1,3.9
Cn1c2c(c(=O)[nH]c1=O)C(c1ccc(C(=O)O)cc1)C1=C(N2)c2ccccc2C1=O (configuration not stated),8.7
COc1ccc(-n2c(=O)c3c(n4cnnc24)-c2ccccc2CC32CCCC2)cc1,0.3
CSc1nc2n(n1)C(c1ccc(Cl)c(Cl)c1)C1=C(CCCC1=O)N2 (configuration not stated),-6.1
Cc1cc(NC(=O)Cn2cnc3c2c(=O)n(C)c(=O)n3C)ccc1Br,2.5
CCOc1ccc(NC(=O)COc2ccc(C)c(C)c2)c2cccnc12,37.0
Nc1nn(Cc2ccccc2F)cc1Br,-3.3
Cc1oc2cc(O)ccc2c(=O)c1Oc1ccc(C(=O)O)cc1,-1.0
Cc1ccccc1C(=O)N[C@@H](C)C(=O)O,1.5
CCSc1nc2n(n1)C(c1cccs1)C1=C(CC(C)(C)CC1=O)N2 (configuration not stated),?
CCOc1ccc(/C=N/OCc2ccc(F)cc2Cl)cc1OC,4.1
Cc1ccsc1/C=C1\Oc2cc(OC(=O)C(C)(C)C)ccc2C1=O,-0.8
CNC(=O)NC(=O)CSc1nnc(-c2ccncc2)n1CC(F)(F)F,-9.8
Cn1c(=O)c2c(nc(CN(Cc3ccccc3)Cc3ccccc3)n2Cc2ccccc2)n(C)c1=O,14.6
CCN(Cc1ccccc1)C(=O)c1cc2cccc(OC)c2oc1=O,-19.3
O=C(CS(=O)(=O)Cc1coc(-c2ccccc2)n1)N1CCCCC1,-0.7
COc1cccc(NC(=O)[C@H](Cc2ccccc2)n2c(=O)[nH]c3ccccc3c2=O)c1,7.5
O=C(c1cc2cc(Cl)ccc2[nH]1)N(Cc1ccccc1)Cc1ccco1,1.9
OB1Oc2ccccc2-c2ccccc21,-15.4
Cc1[nH]c2c(C(=O)NC3CCS(=O)(=O)C3)cccc2c1C (configuration not stated),-10.0
CCCc1cc(=O)n2[nH]c(NC(=O)Cc3ccccc3)nc2n1,13.3
CC(NC(=O)CCC(=O)NCCc1ccc(Cl)cc1)C12CC3CC(CC(C3)C1)C2 (configuration not stated),5.9
C=CCOc1ccc(NC(=O)CC)cc1,1.0
Cc1ccc(-c2cc(C(=O)O)c3ccc(C)c(C)c3n2)s1,6.9&-1.8
CC(=O)N1CCC(C(=O)NC(c2cccs2)C(C)C)CC1 (configuration not stated),1.7
CCn1c(CC(=O)Nc2cccc(OC)c2)nnc1SCC(=O)Nc1cccc(F)c1,-17.0
CSc1ccccc1NC(=O)COC(=O)CNC(=O)CC12CC3CC(CC(C3)C1)C2,9.1
COc1ccc(Cl)cc1C(=O)Nc1ccc(C(C)(C)C)cc1,3.1
CCOc1ccc(C2CC(c3ccccc3NS(C)(=O)=O)=NN2C(=O)CC)cc1 (configuration not stated),0.0
CNC(=O)C(C)Sc1cc(-c2ccccc2)c2ccc(OC)cc2n1 (configuration not stated),7.5
O=C(OCC1CCCO1)c1cccc(O)c1 (configuration not stated),0.2
CCCCc1ccc(NC(=S)NN2CCN(C)CC2)cc1,-1.5
OC(CNCc1ccco1)c1ccccc1 (configuration not stated),-17.2

# Ordered by molar mass (lowest first): part of the list above.
SMILES,LDHA block
Cc1ccc(-c2cc(C(=O)O)c3ccc(C)c(C)c3n2)s1,6.9&-1.8
CCCCc1ccc(NC(=S)NN2CCN(C)CC2)cc1,-1.5
CC(=O)N1CCC(C(=O)NC(c2cccs2)C(C)C)CC1 (configuration not stated),1.7
CNC(=O)C(C)Sc1cc(-c2ccccc2)c2ccc(OC)cc2n1 (configuration not stated),7.5
CC(NC(=O)CCC(=O)NCCc1ccc(Cl)cc1)C12CC3CC(CC(C3)C1)C2 (configuration not stated),5.9
CSc1ccccc1NC(=O)COC(=O)CNC(=O)CC12CC3CC(CC(C3)C1)C2,9.1

# The list goes on:
SMILES,LDHA block
CCC(=O)c1ccc(C2CCCCC2)cc1,1.3
CCOC(=O)CC1(NC(=O)N2CCCC2c2cccs2)CCCCC1 (configuration not stated),3.9
Cc1noc(C(C)N2CCN(c3oc(-c4ccco4)nc3C#N)CC2)n1 (configuration not stated),-3.4
CCCCC(=O)Oc1ccc2cc(-c3csc(C)n3)c(=O)oc2c1,-5.8
CN(CC(=O)Nc1cc2[nH]c(=O)[nH]c2cc1Br)Cc1ccccc1N1CCCC1,-0.9
Cc1ccc(Cl)cc1Nc1cc(Cl)c2nonc2c1[N+](=O)[O-],12.4
O=C(NCc1ccccc1)c1ccc(-c2cccs2)cc1,0.2
CC(C)CNC(=O)CSc1nc(-c2ccccc2)[nH]c1S(=O)(=O)c1ccccc1,2.4
CC(C)NS(=O)(=O)c1ccc(Cl)c(C(=O)NCc2ccc(-c3nc4ccccc4s3)o2)c1,0.3
O=C(Nc1cccc(C(F)(F)F)c1)C1CC2CCC1C2 (configuration not stated),-0.4
Cc1ccccc1OCC(=O)Nc1ccc2c(c1)nc(Cn1cccn1)n2CC(C)C,10.1
CSc1ccc(Cl)c(C(=O)Oc2ccc(C)c(C)c2)c1,1.6
CC(C)(CNC(=O)NCC1CC=CCC1)C(N)=O (configuration not stated),3.2
CC(C)CNCc1ccc(-c2ccccc2)o1,2.2
Cc1ccc(S(C)(=O)=O)cc1NCc1ccccc1F,4.2
COc1ccc(OCCN2CCN(C(=O)CNC(=O)c3ccc(N4CCCC4=O)cc3)CC2)cc1,-10.8
CC(=O)N1CCc2nc3sc(C(=O)Nc4ccc(F)cc4)c(N)c3c(C(F)(F)F)c2C1,-0.7
Cc1ccc(C(=O)NCc2cc(-c3nn(C)c(=O)c4ccccc34)ccc2C)cc1,-3.9
CN(Cc1ccc(C(=O)NC2CC2)cc1)c1nc2ccccc2o1,1.0
COc1cccc(NC(=O)C(C)n2cnc3c2c(=O)n(C)c(=O)n3C)c1 (configuration not stated),0.1
Cc1cc2nc(/C=C/c3ccc(C(F)(F)F)cc3)sc2cc1C,-0.4
CCc1ccccc1NC(=O)NCc1nc(-c2ccccc2C)oc1C,1.4
Cc1cc(C2CCCCC2)ccc1O,19.1
Cc1cc(C)cc(NC(=O)C2CCCN2c2ncnc3ccccc23)c1 (configuration not stated),-12.4

# In the list so far, 6 contain a CF3 group.
SMILES,LDHA block
O=C(Nc1ccc(Cl)c(C(F)(F)F)c1)c1c(-c2ccccc2)nc2n1CCS2(=O)=O,5.6
CCCc1nc2nc(C)[nH]n2c(=O)c1NC(=O)Nc1cccc(C(F)(F)F)c1,39.1
CNC(=O)NC(=O)CSc1nnc(-c2ccncc2)n1CC(F)(F)F,-9.8
O=C(Nc1cccc(C(F)(F)F)c1)C1CC2CCC1C2 (configuration not stated),-0.4
CC(=O)N1CCc2nc3sc(C(=O)Nc4ccc(F)cc4)c(N)c3c(C(F)(F)F)c2C1,-0.7
Cc1cc2nc(/C=C/c3ccc(C(F)(F)F)cc3)sc2cc1C,-0.4

# The list continues.
SMILES,LDHA block
Cn1c(=O)c2nc(SCC(=O)Nc3ccc(F)c(Cl)c3)n(C)c2n(C)c1=O,-2.9
Cc1ccc2nc(Cl)c3cc(C(=O)NC(C)CCc4ccccc4)sc3c2c1 (configuration not stated),5.7
O=C(Nc1ccc(Cl)c(C(F)(F)F)c1)c1c(Cl)cccc1Cl,7.6
COc1cc(C2=NOC(C(=O)N(C)c3ccccc3)C2)cc(OC)c1OC (configuration not stated),21.0
CC(OC(=O)Cc1n[nH]c(=O)c2ccccc12)C(=O)c1ccc2c(c1)CCC2 (configuration not stated),0.9
CCCOc1cccc(C(=O)Nc2cccc3ccc(C)nc23)c1,9.8
CCc1ccccc1-n1c(SCc2nc3ccccc3o2)nnc1N1CCOCC1,4.0
O=C(CCCCc1nc2ccccc2s1)NC1CCCCCC1,11.5
CCCCc1cc(=O)oc2cc(C)cc(OC(C)C(=O)NCCCO)c12 (configuration not stated),18.0
CCC(C)(C)NC(=O)CSc1nnc(NC2CC2)s1,-4.4
CC(C)(C)c1nc(C#N)c(NCC(c2ccccc2Cl)N2CCOCC2)o1 (configuration not stated),2.4
Cc1nn(CN2CCN(S(=O)(=O)c3ccc(C(C)C)cc3)CC2)c(=O)c2ccccc12,0.3
O=C(OC(C(=O)NC1CC1)c1ccccc1)c1n[nH]c(=O)c2ccccc12 (configuration not stated),-1.8
O=C(CSc1ncnc2nc[nH]c12)NCc1cccc(Cl)c1,-2.7
CCOc1cccc(-c2nnc3n2N=C(c2ccc4c(c2)OCO4)CS3)c1,4.1
Cc1ccccc1CNC(=O)CCNS(=O)(=O)c1c(C)[nH]c(C)c1C(=O)N1CCCCC1,-12.1
CC(C)C(=O)NCc1ccc(-c2nc3ccccc3s2)cc1,-9.3
O=C(Nc1nc(-c2ccc3ccccc3c2)cs1)c1ccc[n+]([O-])c1,-2.0
Cc1ccc(Cn2cnc3c2c(=O)n(C)c(=O)n3C)cc1,-21.6
CCn1c(SCc2cc(=O)n3[nH]cc(C#N)c3n2)nnc1-c1ccc(Cl)cc1,10.6
O=C(CSc1nncn1-c1cccc(Cl)c1)Nc1ccccc1C(=O)NCCc1ccccc1,8.6
CCCCc1nn2c(=O)cc(COC(=O)CSc3ccc(C)cc3)nc2s1,1.7
CSc1nnc(NC(=O)c2cc(=O)c3cc(Cl)cc(Cl)c3o2)s1,4.6
N#Cc1ccc(/C=N/Nc2ccccc2C(F)(F)F)cc1,0.3
CC(CNC(=O)c1cc(-c2ccccc2)no1)N1CCOCC1 (configuration not stated),-5.3
Cc1cc(C(=O)Nc2cccc(-c3nc4ccccc4o3)c2)ccc1[N+](=O)[O-],7.7
Clc1ccc(NN=C2c3ccccc3-c3ccccc32)cc1Cl,1.5
CNC(=O)c1ccc(Cl)c(NC(=O)NC(C)C(C)C)c1 (configuration not stated),5.4
COc1cc(Cl)c(/C=C(/C#N)c2ccc(Cl)cc2)cc1OC,3.1
COc1ccc(-c2nc(C#N)c(N3CCN(C(=O)c4ccccc4OC)CC3)o2)cc1,0.2
CCc1ccc(CNCC2CCCO2)cc1 (configuration not stated),8.6
CC(=O)N1CCN(C(=O)Cn2ccc3cc(Cl)ccc32)CC1,-6.6
CNc1c(NC(=O)NC2CCCC2)c(=O)oc2ccccc12,3.8
CC(=O)N1CCN(CC(=O)Nc2cccc3ncccc23)CC1,18.1
CC(C)C(C)(C#N)NC(=O)CN(C)CC1CCCCC1 (configuration not stated),-16.5
CCCNC(=O)Nc1cccc(C(=O)NC(C)C)c1,0.8
CC(C)C(NC(=O)c1ccccc1)C(C)C,1.1
N#Cc1cccc(OC2=NS(=O)(=O)c3ccccc32)c1,2.0
Cc1ccc2cccc(NC(=O)C(C)Oc3ccc(C(C)C)cc3)c2n1 (configuration not stated),4.9
Cc1ccc2c(=O)c(-c3nc(-c4cccc(F)c4)no3)cn(CC(=O)NCc3ccco3)c2n1,1.1
NC(=O)CC1CCN(C(=O)c2cc(=O)c3ccccc3o2)CC1,6.2
CC(NC(=O)CCc1c[nH]c2ccccc12)c1cccs1 (configuration not stated),1.1
CCOC(=O)c1c(S(=O)(=O)N2CCCC(C(=O)Nc3ccc(F)cc3)C2)c(C)n(C)c1C (configuration not stated),1.2
CC(C)(C)c1ccc(C(=O)NCCCNC(=O)c2cc3ccccc3[nH]2)cc1,5.7
Cc1c(CCC(=O)NCCc2cccc(F)c2)c(=O)oc2cc(O)ccc12,1.4

# Only part of the results is shown. The share of hits here may be higher or lower than overall.
